# D2 potentiator – positively modulates the human D2 dopamine receptor allosterically; hit rate 0.34% among 340,000; potentiation, % at 10 µM; HEK293 T-REx D2, calcium flux, EC20 dopamine potentiation; P14416;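 active means potentiation over 3 SD above the plate norm, cut at about 30% in these data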; further: 0% is about no effect
#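 Tetracycline-induced Hek293 Trex D2 cells, force-coupled to calcium, loaded with no-wash calcium dye. Compound added with 180 s kinetic read for agonism, then EC20 dopamine and a further 180 s read for potentiation.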
# D1 potentiator – human D1 dopamine receptor positive modulation; P21728; HEK293 TREx D1 cells, calcium flux, dopamine EC20 potentiation; potentiation, % at 10 µM; hit rate 0.036% among 360,000; AID 504651; in the data active means potentiation above about 30%; further: 0% is about no effect
# Glioma ERSR ind – inducers of ER stress response in human glioma cells. hit rate 0.02% among 420,000. Potency, µM, inactives show at the top dose activation, hits mostly activators. U87-MG GRP78 promoter luciferase reporter, 16 h; further: potency means the concentration at half of the fitted maximal effect; series mostly up to about 76 µM; % of control where 0% means no effect; nearly all actives have a fitted effect of over 35% in size
#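 ERSR induction read as luciferase luminescence (Bright-Glo, 10 min at room temperature) in stably transfected human U87-MG glioma cells exposed to compounds for 16 h, using GRP78 as sensor.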
# D1 ag – activates the human D1 dopamine receptor; HEK293 T-REx D1 cells, calcium flux, agonist mode; hit rate 1% among 360,000; P21728; activation, % at 2 µM; in the data active means activation above about 30%; further: 0% is about no effect
#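 Agonism was scored from calcium flux recorded over 180 s (1 read/s) after pintool compound addition, following a 10-cycle baseline. Cells were inducible force-coupled HEK293 TREx D1, plated overnight at 30 C and loaded with no-wash calcium dye.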
# Vif-A3G inh – blocks the Vif interaction with human APOBEC3G; Q9HC16; hit rate 0.076% among 410,000; Potency, µM (titrated, usually from 46.1 µM), inactives show top-dose activity, negative = active, hits mostly inhibitors; AID 602310; HeLa A3G-eYFP + Vif (tagged APOBEC3G with the HIV-1 protein that degrades it), YFP fluorescence, overnight;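 further: potency means the concentration at half of the fitted maximal effect; on the % scale 0 is the no-effect control and ±100 the full control effect; nearly all actives have a fitted effect of over 60% in size; hits raise eYFP signal because A3G escapes Vif-driven loss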
#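 Read-out is eYFP fluorescence (Ex 488/Em 500-530) from Vif-expressing HeLa A3G-eYFP cells; more signal means A3G escaped Vif-mediated degradation. Cells plated overnight, compound pinned in, incubated overnight at 37 deg C.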
# RXFP1 ag – agonists of human relaxin receptor RXFP1; Q9HBX9; HEK293T-RXFP1 cAMP TR-FRET, 30 min; response scale: percent of porcine relaxin response, buffer zero; Potency, µM (titrated, usually from 57.5 µM), inactives show at the highest dose activation, usual class: activators; hit rate 0.3% among 370,000; AID 2676; further: potency means the concentration at half of the fitted maximal effect; on the % scale 0 is the no-effect control and ±100 the full control effect; nearly all actives have a fitted effect of over 60% in size; many of its hits are not listed in these tables
# Target sequence (Q9HBX9 whole entry, looked up): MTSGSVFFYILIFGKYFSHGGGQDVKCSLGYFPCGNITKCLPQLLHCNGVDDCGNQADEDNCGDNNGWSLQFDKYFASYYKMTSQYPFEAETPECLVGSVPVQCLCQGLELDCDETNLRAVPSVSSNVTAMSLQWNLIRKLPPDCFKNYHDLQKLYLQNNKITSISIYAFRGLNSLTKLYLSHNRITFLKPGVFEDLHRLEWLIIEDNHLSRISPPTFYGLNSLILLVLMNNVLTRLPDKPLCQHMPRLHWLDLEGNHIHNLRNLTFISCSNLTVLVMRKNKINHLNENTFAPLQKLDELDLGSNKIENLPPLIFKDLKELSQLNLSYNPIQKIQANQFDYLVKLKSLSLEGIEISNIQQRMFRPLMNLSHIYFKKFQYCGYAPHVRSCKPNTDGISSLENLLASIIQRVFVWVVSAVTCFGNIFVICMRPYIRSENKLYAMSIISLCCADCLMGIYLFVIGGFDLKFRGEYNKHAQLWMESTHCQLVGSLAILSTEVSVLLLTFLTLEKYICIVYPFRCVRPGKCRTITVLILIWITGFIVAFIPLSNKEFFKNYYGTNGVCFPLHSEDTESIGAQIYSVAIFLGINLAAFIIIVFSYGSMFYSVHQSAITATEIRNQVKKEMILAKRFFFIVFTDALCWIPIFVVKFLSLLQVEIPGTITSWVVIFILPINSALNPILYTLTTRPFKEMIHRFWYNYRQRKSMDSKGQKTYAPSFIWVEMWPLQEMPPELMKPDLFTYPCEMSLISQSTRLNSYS
#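 HEK293 cells stably expressing RXFP1, treated 30 min at 37C with compounds plus PDE4 inhibitor Ro 20174; cAMP measured by HTRF TR-FRET. Normalized to buffer and 29 nM porcine relaxin; EC50 by Hill fit.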
# Vif-A3F inh – Vif-A3F binding inhibition; HeLa A3F-eYFP + Vif (tagged APOBEC3F with the HIV-1 protein that degrades it), YFP fluorescence increase; Potency, µM (series often up to 46.1 µM), inactives show at the highest dose activity, negative = active; hit rate 0.2% among 390,000; further: potency means the concentration at half of the fitted maximal effect; % of control where 0% means no effect; nearly all actives have a fitted effect of over 65% in size
#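 HeLa cells stably expressing Vif plus C-terminally eYFP-tagged A3F were seeded, incubated overnight at 37 deg C, dosed with compound, incubated overnight again at 37 deg C. Yellow fluorescence (Ex 488/Em 500-530) reported blocked Vif-mediated A3F-eYFP degradation.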
# LDHA block – inhibitors of human lactate dehydrogenase A; purified LDHA, NADH/diaphorase-resazurin fluorescence; stronger effect = lower value; activity change, % (values are at about 110 or 230 µM); hit rate 0.15% among 480,000; in the data active means activity change below about -30%; inconclusive means mostly about -25% to -30%;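 further: plate controls were DMSO wells for no effect and wells without enzyme for full effect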
#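 Enzyme activity of human lactate dehydrogenase 5 (2 nM; 0.06 mM NADH, 0.2 mM pyruvate, 5 min, RT) is measured via a resazurin/diaphorase fluorescence readout of residual NADH.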
# D1 antagonist – human D1 dopamine receptor antagonism; P21728; hit rate 3.2% among 360,000; AID 504652; HEK293 TREx D1 cells, calcium flux, dopamine EC80; stronger effect = lower value; activity change, negative = inhibition, % at 10 µM; in the data active means activity change below about -30%; further: on the % scale 0 is the no-effect control and ±100 the full control effect
#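 Allosteric or orthosteric antagonism assessed as attenuation of the calcium response to EC80 dopamine, added 180 s after compound, in induced HEK293 Trex D1 cells loaded with no-wash calcium dye.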
# An asterisk follows results filed as active; u = inconclusive; x = no result given; & = joins results of further samples. Unless noted, the call rests on the fitted dose curve; in most records, active means well fitted curve in the direction sought with a large enough effect; inconclusive means small, poorly fitted or top-dose-only effect, or another doubt; inactive means no such curve, though single readings can be large; an effect the other way counts as inactive or inconclusive. Some of the compounds tested, so the mix of outcomes need not match the whole.
SMILES,D2 potentiator,D1 potentiator,Glioma ERSR ind,D1 ag,Vif-A3G inh,RXFP1 ag,Vif-A3F inh,LDHA block,D1 antagonist
Cc1nc2ccn(Cc3ccccc3)c(=O)c2cc1C(=O)Nc1ccc(F)cc1Cl,-10.4,-0.3,-2.1%,29.4,0.3%,0.1%,3.0%,0.7,2.9
Cc1ccc(CNC(=O)CCC2CCCN(Cc3ccc4cccc(F)c4n3)C2)o1 (centres undefined),-17.9,0.6,4.5%,2.0,5.3%,-0.3%,7.2%,-9.5,5.6
CC(C)(C)C(=O)CN1C(=O)C2(OCCO2)c2ccccc21,-0.8,0.8,2.5%,2.6,-5.4%,2.0%,-0.5%,0.2,-1.2
O=C1NCC(O)=C1C=Nc1ccccc1O,x,-2.0,-3.9%,0.6,u,-3.0%,-1.5%,5.0,-0.1
CC1CC(C)(C)OC(C[N+]2(C)CCCCC2)O1 (centres undefined),-4.8,-5.0,-2.2%,3.0,-3.9%,3.0%,0.5%,-14.8,21.4
CC(=O)Nc1nc2ccc(C(=O)NC3CCCCC3)cc2s1,7.9,-2.4,7.1%,1.0,-6.0%,-0.8%,-0.5%,-3.2,-3.7
Cc1ccc(Sc2cc(C)nc(-c3ccccn3)n2)cc1,-7.0,-0.6,11.5%,4.2,0.6%,1.1%,u,-12.1,3.6
COc1ccc2ccccc2c1CNCc1ccc(C)cc1,-7.2,-3.7,-3.2%,21.5,0.2%,0.8%,-1.9%,-16.0,5.6
CC(C)(C)C(=O)Nc1ccc2c(c1)OCCOCCOc1cc(NC(=O)C(C)(C)C)ccc1OCCOCCO2,0.4,-2.3,-1.5%,1.0,-0.7%,0.2%,2.4%,1.9,4.0
Brc1ccccc1-n1nnc(-c2cccnc2)n1,0.4,-2.5,1.8%,-3.1,-5.0%,-1.3%,0.1%,-2.0,-25.1
C[C@@H]1CC[C@]2(O[C@@H](CCO)C[C@H](O)[C@H]2O)O1,2.1,-4.5,-4.3%,-0.1,0.1%,1.6%,3.6%,-0.1,7.6
COc1ccc(N2C(=O)NC(NC(=O)c3ccncc3)(C(F)(F)F)C2=O)cc1 (centres undefined),-1.7,0.4,5.6%,0.5,-6.0%,0.0%,-1.4%,5.1,2.4
O=C(Nc1ccccc1N1CCCC1)c1ccc(F)c(S(=O)(=O)N2CCOCC2)c1,-3.5,-6.2,0.0%,-0.5,1.4%,0.1%,0.2%,-2.5,-1.6
COC(=O)c1cc2sccc2n1Cc1nc(-c2cccc(Br)c2)oc1C,-1.2,0.1,-3.3%,0.6,3.6%,-1.4%,4.3%,-1.7,15.1
N=C(N)SCc1ccccc1Cl,x,-2.0,-6.8%,17.3,-2.6%,0.1%,-6.3%,-2.7,-0.2
Cc1ccc(NC(=O)NNC(=O)C2CC(c3cccs3)=NO2)cc1 (centres undefined),-9.2,-2.1,13.5%,1.2,-1.5%,2.7%,1.5%,-2.8,-8.9
CCCCC[n+]1ccn(C2=C([O-])c3ccccc3C(=O)/C2=N\S(=O)(=O)c2ccc(Cl)cc2)c1,0.8,-9.1,-1.7%,2.3,-11.7%,7.2%,0.9%,13.2,-4.2
O=C(Cc1cccc(C(F)(F)F)c1)NCc1cccc(Cl)c1,-9.3,-9.6,-4.5%,1.8,-1.3%,-1.7%,-23.5%,-7.4,-19.0
O=S1(=O)CCC(n2ncc3c2/C(=C/c2ccccc2)CC3)C1 (centres undefined),4.4,-3.9,-2.0%,2.2,-4.8%,0.7%,-7.8%,-2.7,8.6
Cc1ccc(NC(c2nnc(-c3ccccc3)o2)c2ccccc2F)c(Cl)c1 (centres undefined),-1.3,-1.9,-2.8%,3.9,-9.5%,3.3%,3.9%,-3.5,4.5
O=[N+]([O-])c1nc2ccccc2[nH]1,x,x,-2.3%,x,1.1%,x,9.6%,-1.0,x
Cc1sc2ncnc(NCC(C)(C)N3CCOCC3)c2c1C,-0.5,-2.3,-3.2%,2.2,0.2%,4.2%,2.9%,-5.9,-9.1
CC(=NNC(=O)c1cc(C)oc1C)c1ccc(Br)s1,x,x,2.4%,x,-3.7%,x,-16.2%,-6.6,x
CC(C)=C1C2CC2C2C(C(=O)O)C12 (centres undefined),-5.5,-2.8,-1.5%,3.2,2.6%,2.0%,-3.4%,-3.6,-3.3
S=C(c1ccc(-c2ccccc2Cl)o1)N1CCOCC1,1.9,-5.7,5.6%,-0.7,-9.1%,2.1%,-18.5%,-0.8,3.7

# Reprinted from the part before: 2 compounds; new compounds follow.
SMILES,D2 potentiator,D1 potentiator,Glioma ERSR ind,D1 ag,Vif-A3G inh,RXFP1 ag,Vif-A3F inh,LDHA block,D1 antagonist
CC(C)=C1C2CC2C2C(C(=O)O)C12 (centres undefined),-5.5,-2.8,-1.5%,3.2,2.6%,2.0%,-3.4%,-3.6,-3.3
S=C(c1ccc(-c2ccccc2Cl)o1)N1CCOCC1,1.9,-5.7,5.6%,-0.7,-9.1%,2.1%,-18.5%,-0.8,3.7
CCN(CC)CCn1c(NC(=O)c2ccc(C)cc2)nc2ccccc21,-28.1,-13.9,1.5%,-0.3,0.3%,1.3%,6.8%,-1.0,8.7
O=C(NCc1cccnc1)c1cc(Sc2cccc(Cl)c2)nc2ccccc12,5.1,0.1,-5.1%,0.8,-25.5%,1.1%,-17.1%,-3.2,0.0
NC(=O)CSc1nnc2ccc(-c3ccc(F)cc3)nn12,0.1,-1.8,-4.1%,-0.5,2.6%,9.4%,2.8%,-5.4,-26.3
CCc1cc2c(SCc3nc4sc(C(C)=O)c(C)c4c(=O)[nH]3)ncnc2s1,-4.0,-3.4,0.8%,7.7,-10.5%,u,u,-1.5,10.6
CC(C)(C)c1csc(NNC(=O)c2ccc(Cl)cc2)n1,3.7,-5.2,2.1%,5.3,0.7%,-0.2%,-7.3%,-5.4,-5.3
CCN1C(=O)[C@H]2[C@@H](c3ccc(-c4ccc(OC)cc4)cc3)N[C@@](C)(C(=O)OC)[C@H]2C1=O,9.3,-1.8,-5.0%,0.4,-1.5%,0.7%,1.1%,-0.2,10.9
CCn1c(CCNC(=O)c2cccs2)n[nH]c1=S,12.9,-2.4,-6.0%,0.9,-2.2%,1.2%,0.2%,-0.3,3.1
Cc1cc(C)n2nc(SCC(=O)Nc3ccccc3C)nc2n1,4.6&-2.2,-5.3&-0.7,1.8%&0.6%,2.6&2.3,0.4%&-2.5%,10.2%&12.2%,-3.6%&0.7%,-2.9&-1.5,5.6&0.5
O=Cc1cc2ccccc2nc1SCc1ccc(Cl)cc1,5.9,2.0,-2.4%,6.0,-8.6%,u,-9.3%,1.4,-10.3
Cc1nn(CC(=O)N2CCN(C)CC2)c(=O)c2ccccc12,9.3,-0.2,-4.3%,2.7,-4.0%,-0.5%,-13.4%,-7.2,-5.8
COc1cc(NC(=O)CNc2cccc(S(=O)(=O)N3CCCC3)c2)cc(OC)c1,x,0.5,-1.0%,7.5,-2.9%,-0.8%,4.5%,-1.0,8.1
Cc1cc(=O)n(C2CCS(=O)(=O)C2)[nH]1 (centres undefined),4.4,-0.2,-6.6%,0.9,4.6%,-0.4%,13.4%,0.8,0.9
Cc1nc(-c2ccc(F)cc2)c(CC(=O)N(C)CC(=O)Nc2ccccc2C(F)(F)F)s1,-5.4,-1.8,-3.8%,-0.7,0.3%,1.4%,-2.6%,-0.7,4.3
Cc1ccc(S(=O)(=O)N2CCCc3ccccc32)cc1C,14.7,-7.3,0.4%,-2.3,-0.4%,-0.4%,-0.1%,-6.9&-6.1,1.5
CCc1ccccc1Nc1nc(N)nc(CSc2nnnn2C)n1,-6.8,-3.1,1.3%,-0.4,2.7%,2.6%,0.1%,-2.5,12.4
CCOc1ccccc1C1CC(=O)NC2=C1C(=O)CC(C)(C)C2 (centres undefined),-1.7,-3.1,-5.5%,2.3,-3.2%,2.6%,-7.2%,-0.2,-9.8
CCN(C[C@H]1N[C@@](CC)(C(=O)OC)[C@H]2C(=O)N(C)C(=O)[C@@H]12)C(=O)c1ccccc1,x,x,-3.8%,x,3.3%,x,-7.7%,-0.7,x
O=C(c1ccc([N+](=O)[O-])s1)N1CCN(c2ccc(C(F)(F)F)cn2)CC1,x,-9.8,-2.5%,4.2,-3.1%,-0.1%,-15.4%,-0.8,-8.2
O=C(COc1ccc(S(=O)(=O)N2CCCCC2)cc1)NCC1CCCO1 (centres undefined),-2.3,1.6,-2.0%,0.1,1.4%,-1.6%,3.6%,-2.8,-9.0
Nc1c(C(=O)c2cccs2)sc2nsc(SCCN3CCCCC3)c12,-7.0,2.8,16.5%,256.5*,u,4.0%,u,3.0,-42.4*
COc1ccc(C2c3[nH]c4ccccc4c3CCN2C(=O)Cc2nonc2C)c(F)c1 (centres undefined),14.6,1.6,2.7%,1.4,-15.2%,0.0%,7.5%,0.2,10.1
Cc1c(C(=O)O)cccc1N1C(=O)Nc2ccccc2N1O,5.8,-0.5,-5.2%,5.8,0.6%,1.2%,1.0%,-5.8,5.0
CC(C)(C)C1CCc2onc(C(=O)Nc3sc4c(c3C(N)=O)CCCC4)c2C1 (centres undefined),-0.6,1.6,-1.6%,0.1,7.3%,-1.7%,1.0%,-13.3,12.0
O=C1CSc2nc3ccccc3n21,17.2,-1.5,-2.3%,3.5,-0.9%,0.6%,-6.9%,-3.8,-18.6
Cn1c(-c2ccccc2[N+](=O)[O-])[n+](C)c2ccccc21,4.4,3.0,-3.6%,5.0,4.9%,-1.1%,-4.1%,1.3,3.2
O=C(Nc1cccc(/C=C/c2nc3ccccc3c(=O)[nH]2)c1)c1ccccc1Cl,-1.0,-1.2,2.8%,1.5,-8.5%,-1.0%,1.3%,-8.0,-11.4
NC1=NC(c2ccc(Cl)cc2)N(c2ccc(S(N)(=O)=O)cc2)C(N)=N1 (centres undefined),-5.7,-4.1,0.0%,0.8,-1.8%,5.8%,-0.8%,1.8,9.5

# Some entries already given, limited to D1 ag and Vif-A3F inh.
structure | D1 ag | Vif-A3F inh
Cc1ccc(S(=O)(=O)N2CCCc3ccccc32)cc1C | -2.3 | -0.1%
Cn1c(-c2ccccc2[N+](=O)[O-])[n+](C)c2ccccc21 | 5.0 | -4.1%
